WT yeast gro inh – growth inhibition of WT yeast, mitochondrial fusion screen | inhibition, % at 10 µM | AID 1362 | 2.1% of 190,000 active | mitochondrial fusion phenotypic screen, WT strain; in the data active = inhibition above about 58%; tested in S. cerevisiae
Large T inhibition – TAg ATPase/helicase activity blockers – biochemical (AID 1903) | 0.39% of 310,000 active | inhibition, % at 20 µM; hits with a dose series show IC50 in µM | SV40 large T antigen ATPase/helicase inhibition assay; higher % means a stronger effect; in the data active = a potency from the dose series; inconclusive = inhibition mostly from about 32% at the one dose, without a potency; inactive = the rest, 99 in 100 with inhibition below about 32%; note: strong numbers were not always called active
Rac1 GTP hydrolysis – MgcRacGAP GTPase-activating activity inhibitors, confirmation, biochemical, ADP Hunter fluorescence; MgcRacGAP-stimulated Rac1 GTP hydrolysis, ADP Hunter fluorescence; higher % means a stronger effect; GST-tagged Rac1 F28L mutant substrate; inhibition, % at 30 µM, or IC50 in µM where a hit was titrated; 0.6% of 340,000 active; AID 624330;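 active = first-screen hits whose inhibition reached a set limit at any dose in the follow-up dose series; inconclusive = inhibition above the set first-screen limit but never retested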;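 note: fluorescence reports GDP produced by GAP-driven GTP hydrolysis; strong numbers were not always called active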
b-catenin transl – modulators of beta-catenin nuclear translocation; HeLa beta-catenin nuclear translocation, immunofluorescence imaging; nuclear translocation activity, % at 5 µM; 0.3% of 190,000 active; AID 1665;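 active = nuclear translocation activity above 50% at 5 µM, with a well cell count of 50 or more; inconclusive = wells under 50 cells across six images, flagged as toxic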;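 note: per-cell ratio of nuclear to cytoplasmic median beta-catenin stain intensity; plate controls were DMSO negative control for no effect and GSK-3 inhibitor IX positive control for full effect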
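Assay system: human HeLa cells, native beta-catenin; doses: 5 µM primary, 0.02–20 µM confirmation; incubation: compound treatment 24 h, 37°C, 5% CO2; technique: fluorescence imaging of beta-catenin antibody stain plus DAPI; measure: % activation, nuclear-to-cytoplasmic median beta-catenin signal ratio per cell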
West Nile virus CPE – West Nile virus antiviral activity, cell-based, CPE readout (AID 1621); West Nile virus-infected cells, CPE inhibition; higher % means a stronger effect; CPE inhibition, % at 10 µM, or IC50 in µM where a hit was titrated; 0.02% of 290,000 active; in the data active = a potency from the dose series; inconclusive = CPE inhibition mostly from about 3.7% at the one dose, without a potency; inactive = the rest, 99 in 100 with CPE inhibition below about 2.2%; note: strong numbers were not always called active
T cell modulator – T cell immune modulation candidate; 0.068% of 330,000 active; calls only at 7 µM; AID 2052; 2C CD8+ T cell-vesicle binding, flow cytometry; active compounds read low;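 active = response, share of CD8 T cells binding vesicles, and their 90th percentile fluorescence all below set limits, cut at about 80% in these data, passing the limit was not always enough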
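Incubation: binding step 1.5 h, 37 °C, antibody labelling 20 min, ice; system: murine 2C transgenic CD8+ T lymphocytes; technique: cytometric PE anti-B7-1 and Alexa647 anti-CD8 signals after 1% paraformaldehyde fixation; also added: QL9-charged Drosophila Ld/ICAM-1/B7-1 vesicles; control set: naked versus QL9-loaded vesicles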
RSV antiviral HEp-2 – RSV antiviral activity via CPE protection, HEp-2 cells, primary 10 µM value included (AID 2391). HEp-2 cells, RSV-induced CPE inhibition; higher % means a stronger effect. one-dose CPE inhibition, % at 10 µM; IC50 in µM for titrated hits. 0.13% of 310,000 active; in the data active = a potency from the dose series; inconclusive = CPE inhibition mostly from about 23% at the one dose, without a potency; inactive = the rest, 99 in 100 with CPE inhibition below about 21%; note: strong numbers were not always called active
PhoP inhibition – PhoP-dependent GFP reporter repression – Salmonella Typhimurium, primary screen (AID 1863). one-dose inhibition, % at 50 µM; IC50 in µM for titrated hits. 0.16% of 300,000 active. S. Typhimurium PhoP-regulated promoter GFP reporter, 4 h; higher % means a stronger effect;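 active = inhibition over 29.93%, a cutoff 3 SD above the screen mean, later confirmed by dose response; inconclusive = inhibition over 29.93% but no dose response follow-up; inactive = inhibition at most 29.93% or unconfirmed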;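 note: 0% = low Mg2+ inducing control and 100% = high Mg2+ repressing control; strong numbers were not always called active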
Myeloid diff 2 – myeloid differentiation induction. ER-HoxA9 myeloid progenitors, lysozyme-GFP differentiation, flow cytometry. calls only at 10 µM. 1% of 360,000 active. AID 624256;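 active = normalized GFP-positive differentiation at or above the plate's own cutoff, the solvent-only control mean plus 3 SD; inconclusive = no clear call, values can overlap the other calls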;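 note: cells exposed to compound for four days before flow analysis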
WT yeast gro inh mutant strain – further read-out of WT yeast gro inh, marked with its call; inhibition, %; mitochondrial fusion phenotypic screen, mutant strain inhibition
b-catenin transl cell count 5 µM – further read-out of b-catenin transl, marked with its call; cell count; measured here: cell count, cytotoxicity flag
T cell modulator vesicle-bound % – recorded beside T cell modulator, whose call it bears; double positive events, %; measured here: CD8+ vesicle-bound cell fraction;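 binding gate set so that unloaded-vesicle control wells show 10% double positive cells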
Myeloid diff 2 GFP+ MAC1+ % – also measured in Myeloid diff 2; calls as there; GFP+ MAC1+ double positive, %; measured here: differentiation confirmed by MAC1 staining
Starred values were filed as active, the others as inactive; i = inactive; ? = inconclusive; nt = no result given. Hits appear at their usual frequency; any-hit rate near 3.6%.

smiles,WT yeast gro inh,WT yeast gro inh mutant strain,Large T inhibition,Rac1 GTP hydrolysis,b-catenin transl,b-catenin transl cell count 5 µM,West Nile virus CPE,T cell modulator,T cell modulator vesicle-bound %,RSV antiviral HEp-2,PhoP inhibition,Myeloid diff 2,Myeloid diff 2 GFP+ MAC1+ %
COC(=O)[C@@H](NC(=O)NCc1cccs1)C(C)C,-5,-28,3%,10%,0.9,842,0.0%,i,37,1.1%,-6%,i,9.2
Cc1sc2nc(SCC(=O)NCc3ccco3)n(C)c(=O)c2c1C,8,4,22%,9%,-3.9,1059,0.0%,i,24,-0.2%,-6%,i,0.9
O=c1cc(-c2ccc3c(c2)OCO3)oc2ccccc12,23,10,19%,1%,-0.9,1026,0.1%,i,2,1.5%,1%,i,3.9
Cc1ccccc1CSCCNC(=O)c1ccc(Cl)c(S(=O)(=O)N2CCOCC2)c1,3,2,7%,2%,-1.1,1157,-0.2%,i,32,?,5%,i,0.9
COC(=O)CCNC(=O)c1ccc2nc(Cc3ccc(OC)c(OC)c3)oc2c1,nt,nt,8%,7%,nt,nt,-0.4%,i,64,0.4%,0%,i,0.4
COC(=O)c1ccc(S(=O)(=O)N(Cc2ccccc2)Cc2ccccc2)n1C,nt,nt,-6%,10%,0.0,1255,0.3%,i,26,0.9%,3%,i,0.3
CC(/C=C/c1ccccc1F)=N\NC(=O)c1ccccc1,21,-1,-1%,8%,2.4,1062,1.1%,i,18,3.4%,2%,i,0.2
COc1ccc(C(=O)Nc2nc(-c3cccs3)cs2)cc1,54,55,17%,8%,0.3,982,1.0%,i,7,9.2%,12%,i,0.7
CCOc1ccc2nc(NC(=O)C3CCCN(S(=O)(=O)c4cccs4)C3)sc2c1 (stereo unspecified),42,32,3%,10%,-0.4,1090,0.1%,i,40,39%,19%,i,0.3
C=CCOc1ccc(/C=C(\C#N)C(=O)Nc2ccccn2)cc1OC,nt,nt,7%,7%,nt,nt,-0.1%,i,50,1.8%,2%,i,1.4
CCCn1c2c(c(O)c(C(=O)NC)c1=O)CCCC2,23,15,6%,10%,-0.7,937,-0.4%,i,28,4.4%,-4%,i,0.7
CCNC(=O)NC(=O)C(C)N1C(=O)NC(c2ccccc2)(c2ccccc2)C1=O (stereo unspecified),nt,nt,12%,4%,nt,nt,-1.0%,i,34,1.3%,-3%,i,0.5
CN(Cc1nccs1)C(=O)CC1C(=O)NCCN1Cc1ccc(-c2ccccc2)cc1 (stereo unspecified),nt,nt,27%,5%,2.1,1240,0.0%,i,31,0.0%,-1%,i,0.4
O=C(NCc1ccco1)c1cc(-c2ccccc2)nc2ccccc12,26,-2,2%,4%,0.1,1198,1.3%,i,39,1.5%,-3%,i,1.0
O=C(N/N=C/c1cccc(Cl)c1)c1c(O)c2c([nH]c1=O)CCCC2,nt,nt,nt,0%,0.1,1305,0.5%,i,34,3.1%,-5%,i,0.6
CC(C)(C)n1cc(S(=O)(=O)c2ccccc2)[nH]c1=O,-12,1,9%,-5%,-0.9,1054,-0.3%,i,37,-1.6%,-6%,i,0.0
CCOC(=O)C1C(=O)NC(N2CCN(c3ccccc3)CC2)=NC1c1ccco1 (stereo unspecified),7,4,5%,6%,nt,nt,0.6%,i,26,0.2%,2%,i,0.4
C[C@H](NC(=O)c1nc[nH]c1C(=O)NCCCCCN)C(=O)OC(C)(C)C,nt,nt,1%,-1%,nt,nt,nt,nt,nt,0.5%,nt,i,1.7
CCOc1ccc(OCC)c(NC(=O)CN2CCN(CC(=O)NC(C)C)CC2)c1,nt,nt,3%,?,nt,nt,-1.1%,i,49,-0.9%,-2%,i,0.4
CCOc1cccc(-c2nnc(SCC(=O)Nc3cc(OC)cc(OC)c3)n2N)c1,13,7,4%,-13%,-2.5,862,0.4%,i,43,0.9%,-7%,i,3.9
CN(Cc1ccccc1)Cc1nc2c([nH]1)c(=O)[nH]c(=O)n2C,1,-2,5%,7%,nt,nt,0.8%,i,53,8.5%,6%,i,0.8
Cc1ccc(-c2cc(C(=O)Nc3c(C#N)cnn3C)no2)cc1,3,-2,1%,5%,nt,nt,-0.2%,i,22,-1.3%,-12%,i,5.0
CCn1nc(C)c(NC(=O)/C=C/c2ccc(OC)c(COc3ccc(Cl)cc3Br)c2)c1C,-11,4,11%,7%,0.9,942,nt,i,8,1.9%,8%,i,1.9
C=CCOc1ccc(C2/C(=C(\O)c3ccc4c(c3)CC(C)O4)C(=O)C(=O)N2CCN2CCOCC2)cc1OCC (stereo unspecified),nt,nt,6%,-28%,nt,nt,-0.3%,i,10,4.7%,3%,i,2.2
CN(C(=O)c1ccncc1)C1CCS(=O)(=O)C1 (stereo unspecified),4,3,-11%,1%,-6.4,1028,0.2%,i,18,-0.2%,8%,i,5.2
O=C1C=Cc2ccccc2/C1=C/c1[nH]c(=O)[nH]c1O,nt,nt,10%,10%,1.8,1239,-0.6%,i,18,4.2%,0%,i,0.7
CC(=O)Nc1ccc(Sc2ccccc2C(=O)N2CCCC2)cn1,-7,18,7%,4%,3.8,1020,-0.1%,i,47,-0.3%,-1%,i,0.4
Cc1cc(C)c2oc(-c3cccc(NC(=O)c4ccc(F)cc4)c3)nc2c1,-2,13,0%,5%,nt,nt,0.1%,i,52,0.1%,-10%,i,0.6
S=c1[nH]nc(-c2cc(-c3ccco3)[nH]n2)n1-c1ccccc1Cl,-21,1,64%,17%,-2.2,853,0.3%,i,4,0.7%,-7%,i,0.1
COc1ccc(CCN(C)C(=O)c2ccc(S(=O)(=O)NCc3ccco3)cc2)cc1OC,-15,2,7%,8%,3.4,936,-1.3%,i,51,1.7%,-2%,i,0.8
O=C(O)[C@H]1CCCC[C@H]1C(=O)Nc1cc([N+](=O)[O-])ccc1F,-6,9,3%,9%,2.1,513,0.1%,i,50,-0.7%,-18%,i,0.7
COc1ccc(O)c(/C=N/NS(=O)(=O)c2ccc(C)cc2)c1,nt,nt,16%,6%,nt,nt,-1.2%,i,57,-1.7%,-4%,i,0.0
CC(C)CNS(=O)(=O)c1ccc(CCC(=O)N2CCCC2)cc1,-1,4,5%,-2%,-0.2,959,-0.7%,i,28,1.4%,-2%,i,1.1
O=c1c(Cc2ccc(F)cc2)c(O)ccn1Cc1ccc(Cl)cc1Cl,12,10,0%,7%,-1.3,1118,-0.5%,i,32,7.2%,-7%,i,0.9
CC1(C)CC(=O)CC2(C1)NCC(c1ccccc1)c1c2[nH]c2ccccc12 (stereo unspecified),4,-9,4%,8%,-2.3,999,-1.1%,i,42,-0.1%,-6%,i,0.7
Nc1cccnc1Oc1ccc(F)cc1,nt,nt,7%,-9%,-2.8,1176,0.1%,i,25,-0.6%,-6%,i,0.7
Cc1cc(Br)ccc1OCCn1ccnc1,46,51,8%,29%,-1.0,554,-0.8%,i,51,6.3%,28%,i,0.8
COc1cc2nc(N(CCN(C)C)C(=O)c3ccc4ccccc4c3)sc2cc1OC,nt,nt,8%,-3%,nt,nt,0.6%,i,2,-0.4%,-11%,?,nt
O=C(c1ccc(Cl)c(S(=O)(=O)NCc2ccco2)c1)N1CCN(c2ccc(F)cc2)CC1,17,23,14%,6%,nt,nt,-0.6%,i,60,4.6%,0%,i,0.6
O=C(CSc1nnc(CNc2ccc(F)cc2)o1)c1ccccc1,-1,11,11%,-11%,-0.4,1574,-0.5%,i,15,0.2%,nt,i,0.3
CCOc1ccccc1NC(=O)CCC(=O)Nc1ccccc1OCC,14,6,1%,6%,-3.2,1044,0.1%,i,34,2.0%,2%,i,1.8
Cc1ccccc1CN1CCN(CC2CC2)CC1CCO (stereo unspecified),nt,nt,11%,2%,nt,nt,0.0%,i,60,0.0%,4%,i,0.6
COc1ccc(CCNC(=O)c2ccc3nc(-c4ccco4)c(-c4ccco4)nc3c2)cc1OC,-4,-4,35%,?,-2.6,788,nt,i,30,-0.1%,3%,i,1.0
CCc1nnc(N2C(=O)c3cccc4cccc(c34)C2=O)s1,-7,-12,11%,-4%,nt,nt,0.2%,i,42,1.1%,0%,i,0.4
O=C(O)/C=C/C(=O)NNC(=O)c1ccccc1Br,1,5,7%,8%,-1.3,1345,0.5%,i,52,0.3%,-7%,i,1.1
Cc1nc(SCC(=O)NC2CCCC2)[nH]c(=O)c1Cc1ccccc1,-8,-8,1%,7%,nt,nt,-0.6%,i,7,3.5%,-12%,i,2.8
COc1cc(SC)ccc1C(=O)N1CCN(c2ccccc2F)CC1,20,0,8%,9%,-0.1,1463,-0.2%,i,9,0.2%,6%,i,0.6
Cc1cc(C=NCCCO)c(C)n1-c1cc(Cl)ccc1Cl,-4,-25,13%,2%,-0.3,1130,0.9%,nt,nt,nt,5%,i,0.5
COC(=O)c1ccc(C(=O)OC)c(NC(=S)N2CCC(C(N)=O)CC2)c1,-2,16,8%,-4%,-0.9,1471,-0.7%,i,42,3.7%,-4%,i,0.2
Cn1c(-c2ccccc2)c(/C=N/NC(=O)c2ccc(O)cc2)c2ccccc21,nt,nt,2%,13%,-3.7,1194,0.0%,i,41,6.6%,-18%,i,0.0
COc1cc(OC)cc(C(=O)NC(=S)NCCc2ccccc2)c1,-3,18,0%,5%,-0.9,1422,-0.5%,i,51,2.1%,9%,i,0.6
Cc1cc(C)c2[nH]c(C(=O)Nc3ccc4c(c3)OCO4)cc2c1,nt,nt,14%,10%,-0.5,1268,0.1%,i,23,9.3%,-3%,i,0.0
COC(=O)CCC(=O)Nc1cccc(Br)c1,7,11,1%,7%,1.8,991,0.4%,i,30,0.2%,10%,i,0.9
COCCC(=O)N1CCC(Oc2ccc(C(=O)NC3Cc4ccccc4C3)cc2)CC1,nt,nt,11%,2%,nt,nt,0.1%,i,27,11%,-5%,i,2.7

High-throughput results (PubChem BioAssay)
